# Source: PubChem BioAssay (The Scripps Research Institute Molecular Screening Center)
# MITF inh: inhibitors of human MITF; AlphaScreen MITF homodimerization, bead proximity signal; actives 0.91% (n = 650,000); O75030; inhibition, % at 2.6 µM; AID 1259374; in the data active = inhibition above about 50%;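 note: 0% = vehicle wells with protein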
# TEAD-YAP inh: TEAD-YAP interaction inhibition; HEK-TIYL cells, TEAD-Gal4/YAP UAS-luciferase luminescence; inhibition, % at 9.12 µM; actives 1.4% (n = 640,000); in the data active = inhibition above about 32%;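 note: 0% = median of test compound wells and 100% = reference inhibitor wells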
# FBW7 activator: activators of human E3 ligase FBW7; Q969H0; AlphaScreen FBW7–phospho-cyclin E peptide binding, activator screen; normalized activity (activation), % at 26.1 µM; actives 0.13% (n = 650,000); in the data active = normalized activity above about 1.9%;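 note: purified mutant Fbw7 with reduced substrate affinity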
# Target sequence (Q969H0 whole entry, looked up): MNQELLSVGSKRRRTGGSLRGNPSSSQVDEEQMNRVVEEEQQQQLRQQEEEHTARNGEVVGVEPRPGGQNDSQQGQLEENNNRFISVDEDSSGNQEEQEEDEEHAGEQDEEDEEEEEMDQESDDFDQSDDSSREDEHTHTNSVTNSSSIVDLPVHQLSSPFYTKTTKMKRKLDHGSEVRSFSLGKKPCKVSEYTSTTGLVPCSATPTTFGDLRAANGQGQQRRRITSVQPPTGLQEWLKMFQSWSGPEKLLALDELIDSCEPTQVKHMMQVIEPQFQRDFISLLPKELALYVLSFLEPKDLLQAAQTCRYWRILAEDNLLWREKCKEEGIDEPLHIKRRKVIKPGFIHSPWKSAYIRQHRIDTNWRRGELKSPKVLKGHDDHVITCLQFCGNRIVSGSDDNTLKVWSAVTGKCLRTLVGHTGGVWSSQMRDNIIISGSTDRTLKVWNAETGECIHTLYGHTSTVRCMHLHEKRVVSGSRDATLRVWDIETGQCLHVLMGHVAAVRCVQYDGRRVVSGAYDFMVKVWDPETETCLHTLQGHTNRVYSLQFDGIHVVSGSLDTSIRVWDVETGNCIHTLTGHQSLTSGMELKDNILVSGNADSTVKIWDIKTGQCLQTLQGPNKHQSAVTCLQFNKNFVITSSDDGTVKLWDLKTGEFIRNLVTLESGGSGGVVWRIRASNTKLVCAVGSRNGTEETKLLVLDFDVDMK
# GPR151 ag: activates the human receptor GPR151. PathHunter beta-arrestin GPR151 cells, luminescence. actives 1% (n = 650,000). activation, % at 11.2 µM; in the data active = activation above about 4.9%;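 note: 0% = median of compound wells and 100% = cells with positive control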
# Starred values were filed as active, the others as inactive; x = no result given.
structure	FBW7 activator	TEAD-YAP inh	GPR151 ag	MITF inh
Fc1ccc(Nc2nnc(Cc3cccnc3)c3ccccc23)c(F)c1	0.3	12	0.9	2
COc1cccc(NC(=O)COc2ccccc2I)c1	0.4	-63	-0.8	8
COc1ccc(C2(C(=O)N[C@@H](C)Cn3nnc4ccccc43)CC2)cc1	0.0	-5	-0.4	-11
CCOC(=O)C(=NC1CCS(=O)(=O)C1)NNc1cc(Cl)ccc1Cl (centres undefined)	0.0	-8	1.2	-4
Cc1ccc2c(CCl)cc(=O)oc2c1C	0.1	-3	-0.4	-3
OCCC1CN(Cc2c[nH]c3ccccc23)CCN1Cc1ccc(F)c(F)c1 (centres undefined)	0.0	-3	-1.3	-17
COc1ccc(Cc2noc(-c3ccc(F)cc3)n2)cc1	0.2	-24	-0.8	-18
COc1ccc(N2C(=O)/C(=C/c3cc(C)n(C)c3C)C(=O)NC2=S)c(OC)c1	-0.2	-3	-0.8	-11
Cc1ccc(Cn2c(C)c(CNC3CCCCC3C)c(C(=O)O)c2C)cc1 (centres undefined)	0.0	3	1.4	28
COc1cc(/C=C2/NC(=O)NC2=O)ccc1OC(C)C	0.1	-5	0.8	0
O=C(O)/C=C/c1c(Cl)nc2ccccn12	-0.3	1	0.0	-13
CCc1ccc(NC(=O)[C@H]2Cc3cc(F)ccc3CN2)cc1	0.0	-25	0.2	13
COc1cccc(NC(=O)Nc2nnc(C3CCCC3)s2)c1	0.1	-23	0.0	24
O=S(=O)(NCC1(c2cccs2)CC1)c1ccc2c(c1)CCCC2	0.3	14	-1.0	3
O=C1CS/C(=C\c2nc3ccccc3s2)N1	0.7	0	-11	7
O=C(O)c1cccc(NC(=O)c2cc(S(=O)(=O)N3CCCC3)c(Cl)cc2Cl)c1	-0.1	2	1.0	-3
Cc1cnc(CNc2cc(-c3ccccc3F)nc(-c3ccccn3)n2)nc1	-0.8	33*	1.6	24
CC(C)n1c(-c2cccs2)nc2c(NCc3ccccc3)ncnc21	0.1	-10	-1.5	4
O=C(CCSCc1ccccc1Cl)N1CCc2ccccc21	-0.1	-37	-0.4	-9
N#Cc1cc(Cl)c(N2CCOCC2)cc1C#N	0.0	-3	-0.1	16

structure	FBW7 activator	TEAD-YAP inh	GPR151 ag	MITF inh
COc1ccc(-n2nc3c(c2NC(=O)c2ccccc2[N+](=O)[O-])CS(=O)(=O)C3)cc1	0.1	3	-1.3	2
CCCNc1nc(Nc2cnccn2)nc2c1ncn2-c1ccccc1	0.1	16	-1.4	3
CCCC(=O)NC(Nc1ccc(S(N)(=O)=O)cc1)C(Cl)(Cl)Cl (centres undefined)	0.1	-2	2.4	0
CCOc1cc(CNn2nnnc2N)cc(Cl)c1OCC(=O)NC(C)(C)C	-0.2	8	5.2*	-3
Cc1ccc(COc2ccc(Br)cc2/C=c2/sc3nc4ccccc4n3c2=O)cc1	0.0	2	1.3	-2
COc1ccc(CN2CCN(C(=O)Cn3cc(NC(=O)c4ccco4)cn3)CC2=O)cc1	-0.5	-15	0.6	8
C=CCN1C(=O)CC[C@@]23C1=NC(C(=O)OC)=C(C(=O)OC)[C@@H]2N(CC=C(C)C)c1ccccc13	-0.1	x	2.7	-10
O=C(Nc1ccc(F)c([N+](=O)[O-])c1)c1ccc(I)cc1	0.1	7	0.1	9
COC(=O)c1ccc(OC(=O)COc2ccccc2C)cc1	-0.1	-1	0.0	0
CCOc1ccc(-c2nc(N)sc2CC)cc1	-0.2	-8	-0.9	24
O=C(O)COc1ccc(NC(=O)c2ccccc2)cc1	-0.1	-14	0.0	10
O=C(CCNc1ccc([N+](=O)[O-])cc1)c1cccs1	0.0	-19	-0.2	-2
CC1=C(C(=O)Nc2ccc(C)cc2)C(c2cccnc2)n2nnnc2N1 (centres undefined)	0.0	-4	-0.4	15
CCCCOC(=O)c1ccc(NC(=O)c2ccccc2C(=O)c2ncc[nH]2)cc1	1.5	-18	4.8	20
O=C(Cc1cn(-c2ccc(N3CCC(N4CCOCC4)CC3)nn2)c2ccccc12)Nc1ccccc1	-0.2	-31	-1.8	7
O=C(Nc1cccc(-c2ccc3nnc(-c4cccnc4)n3n2)c1)C1CCCC1	0.1	16	1.6	10
Cc1ccc(S(=O)(=O)c2cnc(C)nc2-c2cccnc2)cc1	-0.1	-14	-0.6	-7
O=C(Nc1ccc(I)cn1)c1ccc(-c2ccccc2[N+](=O)[O-])o1	0.3	6	-1.1	14
CSc1nsc(SCC(=O)NC2CCCCC2)n1	0.7	-23	1.3	21
CCOC(=O)c1c(C)n(C)c2ccc(OC)cc12	-0.1	4	-1.1	0

# Nothing new here: an excerpt of the list.
structure	FBW7 activator	TEAD-YAP inh	GPR151 ag	MITF inh
C=CCN1C(=O)CC[C@@]23C1=NC(C(=O)OC)=C(C(=O)OC)[C@@H]2N(CC=C(C)C)c1ccccc13	-0.1	x	2.7	-10
O=C(Nc1ccc(F)c([N+](=O)[O-])c1)c1ccc(I)cc1	0.1	7	0.1	9
COC(=O)c1ccc(OC(=O)COc2ccccc2C)cc1	-0.1	-1	0.0	0
CCOc1ccc(-c2nc(N)sc2CC)cc1	-0.2	-8	-0.9	24
O=C(O)COc1ccc(NC(=O)c2ccccc2)cc1	-0.1	-14	0.0	10
O=C(CCNc1ccc([N+](=O)[O-])cc1)c1cccs1	0.0	-19	-0.2	-2
CC1=C(C(=O)Nc2ccc(C)cc2)C(c2cccnc2)n2nnnc2N1 (centres undefined)	0.0	-4	-0.4	15
CCCCOC(=O)c1ccc(NC(=O)c2ccccc2C(=O)c2ncc[nH]2)cc1	1.5	-18	4.8	20
O=C(Cc1cn(-c2ccc(N3CCC(N4CCOCC4)CC3)nn2)c2ccccc12)Nc1ccccc1	-0.2	-31	-1.8	7
O=C(Nc1cccc(-c2ccc3nnc(-c4cccnc4)n3n2)c1)C1CCCC1	0.1	16	1.6	10
Cc1ccc(S(=O)(=O)c2cnc(C)nc2-c2cccnc2)cc1	-0.1	-14	-0.6	-7
O=C(Nc1ccc(I)cn1)c1ccc(-c2ccccc2[N+](=O)[O-])o1	0.3	6	-1.1	14
CSc1nsc(SCC(=O)NC2CCCCC2)n1	0.7	-23	1.3	21
CCOC(=O)c1c(C)n(C)c2ccc(OC)cc12	-0.1	4	-1.1	0

# Other compounds.
structure	FBW7 activator	TEAD-YAP inh	GPR151 ag	MITF inh
CN(/N=C/c1ccc(C(C)(C)C)cc1)C1=NCCN1	-0.1	-4	-0.2	-5
COc1ccc(NC(=O)C(C)(C)C)cc1Cl	-0.1	-4	0.1	-9
COc1ccc(N2C(=O)CC(Nc3ccc(Cc4nc5ccccc5[nH]4)cc3)C2=O)cc1 (centres undefined)	-0.1	10	-0.3	1
Cc1ccc(-c2c(C)[nH]n3c(=O)c4c(nc23)CCC4)cc1	0.1	13	-0.7	-11
COCCCNC(=O)Cn1c(C)cc2ccccc2c1=O	0.1	-3	0.0	9
COC(=O)c1ccc(/C=C2\N=C(c3cccc(C)c3)OC2=O)cc1	-0.1	-12	0.0	-1
CCSc1nsc(NC(C)=O)n1	0.6	-14	-0.7	3
COc1ccc(C2=N/C(=C\c3sccc3C)C(=O)O2)cc1OC	0.0	9	-0.1	-3
O=C(COc1ccccc1F)N1CCN(c2ccc3nncn3n2)CC1	0.2	6	0.3	-15
COc1ccc(N2CCN(C(=O)c3sc4nc(C)nc(N5CCCCC5C)c4c3C)CC2)cc1 (centres undefined)	0.0	-7	1.5	-5
COc1ccc(-c2csc3ncc(C(=O)NCCO)c(=O)n23)cc1	0.9	10	-1.0	8
Cc1ccc(-c2nc3sccc3c(=O)[nH]2)cc1[N+](=O)[O-]	0.2	-46	-1.0	5
O=C(COc1ccc([N+](=O)[O-])cc1)N/N=C/c1cccnc1	1.2	-1	0.5	16
O=C(CCN1C(=O)c2ccccc2C1=O)OC1CSCC1NC(=O)c1ccccc1 (centres undefined)	-0.1	-6	1.4	-7
CC1CCCCC12NC(=O)N(CC(=O)Nc1cc([N+](=O)[O-])ccc1Cl)C2=O (centres undefined)	0.0	3	1.7	1
CCCn1c(=NC(=O)C2=COCCO2)sc2cccc(F)c21	0.1	0	0.0	-12
Cc1nnc(SCC(=O)Nc2ncc(Cc3cccc(C(F)(F)F)c3)s2)n1N	0.5	9	0.8	7
C=CCOC(=O)C1=C(C)Nc2[nH]c(=O)[nH]c(=O)c2C1c1cc(OC)c(OC)c(OC)c1 (centres undefined)	-0.2	6	-0.7	-4
COCCNc1nc(CN(CC2CC2)CC2CCCO2)nc2c(C)cccc12 (centres undefined)	-0.1	5	-1.6	-9
Cc1csc(CNC(=O)C2CC(C(c3ccccc3)c3ccccc3)=NO2)n1 (centres undefined)	0.0	6	1.0	-2

structure	FBW7 activator	TEAD-YAP inh	GPR151 ag	MITF inh
C[C@H](c1ccccc1)N1C(=O)[C@H]2[C@H]3[C@H](O)[C@H](O)CC(=O)[C@@H]3CC[C@H]2C1=O	0.6	x	-1.3	19
CCOc1ccc(/C=C/C(=O)Nc2ccc3nc(N4CCCCC4)cc(C)c3c2)cc1OC	0.4	7	3.1	14
Cc1ccn(CCC(=O)NCC2Cc3cccc(-c4ccc(S(C)(=O)=O)cc4)c3O2)n1 (centres undefined)	0.1	0	0.4	7
O=C(C1CCCO1)N1CCN(C(=S)NC2CCCCC2)CC1 (centres undefined)	0.1	2	-0.1	9
COc1ccc(S(=O)(=O)NC2CC3CCC2C3)cc1C (centres undefined)	0.2	2	-1.3	5
CNC(=O)CN(C1CCCCC1)S(=O)(=O)c1c(C)cc(C)cc1C	0.0	-1	-0.2	-9
Cc1cc(C)cc(OCC(=O)Nc2ccc(Cl)c(Cl)c2)c1	0.1	-3	0.5	12
CC1=C(C(N)=O)C(c2ccc(C)cc2)n2nc(SCc3ccccc3F)nc2N1 (centres undefined)	0.1	-2	-0.9	-21
Oc1ccc(-c2cnc3c(Nc4ccc5[nH]ccc5c4)nccn23)cc1	-0.1	69*	-0.1	8
COc1c(Cl)cc(C(=O)Nc2ccc(O)cc2)cc1Cl	0.1	2	1.9	-7
COc1ccc(-c2nc3cnccn3c2NCc2cccs2)cc1CN1CCOCC1	-0.1	-4	0.1	-2
CC(C)NC(=O)c1cc2nc(-c3ccccc3)cc(-c3ccccc3)n2n1	-0.1	0	1.6	-1
CCOC(=O)C1=C(C)N=C2SCCC(=O)N2C1c1ccc(OC)cc1 (centres undefined)	0.1	3	0.0	-3
COc1cc(-c2nc3ccccc3c(=O)n2NCc2ccccc2)cc(OC)c1OC	0.0	-8	0.2	-9
Cc1nnc(NC(=O)CSc2nc(C(C)(C)C)nc3ccccc23)s1	-0.1	5	0.0	0
CCOC(=O)C1CCC(CN(Cc2ccc(OC)cc2)S(=O)(=O)c2ccc(F)c(C(=O)Nc3c(C)cc(C)cc3C)c2)CC1 (centres undefined)	-0.1	-5	-1.0	-2
CCOc1ccc(NC(=O)CC2C(=O)N(c3ccc(OC)cc3)C(=S)N2CCCN2CCC(Cc3ccccc3)CC2)cc1 (centres undefined)	0.4	-3	-1.1	38
Cc1cc(C)nc(N2CCC(N(CC3CC3)C(=O)NC(C)C)CC2)n1	-0.1	10	0.0	10
CC1(C)CC(=O)c2cc(C#N)c(SCC(=O)Nc3cc(S(=O)(=O)N4CCCCC4)ccc3Cl)nc2C1	0.0	1	-1.4	-4
COc1cc2nc(CN3CCSCC3)nc(N)c2cc1OC	0.0	4	0.3	35

structure	FBW7 activator	TEAD-YAP inh	GPR151 ag	MITF inh
COc1ccc(C(=O)CC2(O)C(=O)N(Cc3ccccc3)c3ccccc32)cc1OC (centres undefined)	0.1	5	-0.9	2
COc1ccc(NS(=O)(=O)c2ccc(NC(=O)C(F)(F)F)cc2)cc1	0.1	-1	-0.6	5
CC(=O)OCC(=O)[C@H]1CC[C@H]2[C@@H]3CC=C4C[C@@H](O)CC[C@]4(C)[C@H]3CC[C@]12C	0.0	-2	-0.8	14
COc1ccc(C2(O)CN(c3ccc(Cl)cc3)C3=[N+]2CCCC3)cc1OC (centres undefined)	0.0	-5	0.2	4
CCC(CC)C(=O)Nc1ccc([N+](=O)[O-])cc1	0.1	3	1.0	-3
CC(C)N(C(=O)C(=O)NC1CCCC1)C(C(=O)NCc1cccs1)c1ccco1 (centres undefined)	0.1	14	0.7	6
O=C(Cc1cn(-c2ccc(N3CCOCC3)nn2)c2ccccc12)NC1CC1	0.1	-33	-1.9	-18
CCOC(=O)c1ccc(NC(=O)CN2C(=O)CSC2=O)cc1	-0.1	0	-0.1	8
Cc1nn(CC(=O)Nc2cccnc2)c(C)c1[N+](=O)[O-]	-0.1	-6	0.3	3
N=c1oc2c(Cl)cc(Cl)cc2cc1C(N)=O	0.1	4	-0.4	8
CN(C)CCNC(=O)c1ccc(-c2ccccc2)cc1	0.4	35*	-2.1	3
O=C(CCC1CCCCC1)Nc1cccc(O)c1	0.4	6	-0.9	19
O=C(Nc1ccccc1)C1CCN(c2ccc(Nc3ccc(-n4ccnc4)cc3)nn2)CC1	-0.1	-3	0.5	9
NCc1nc(-c2ccncc2)n[nH]1	-0.8	7	1.2	-2
COC(=O)c1ccccc1C(=O)N1CCC(CO)(Cc2ccc(Cl)cc2)CC1	0.1	-7	-0.8	-7

# Not a retest: an excerpt of the list.
structure	FBW7 activator	TEAD-YAP inh	GPR151 ag	MITF inh
COc1ccc(C(=O)CC2(O)C(=O)N(Cc3ccccc3)c3ccccc32)cc1OC (centres undefined)	0.1	5	-0.9	2
COc1ccc(NS(=O)(=O)c2ccc(NC(=O)C(F)(F)F)cc2)cc1	0.1	-1	-0.6	5
